Compound activity from PubChem.
HUVEC prolif 384: human endothelial cell proliferation inhibition. HUVEC proliferation, CellTiter-Glo luminescence, 72 h; hits give low values. viability, % at 10 µM (by protocol). 86,000 compounds, 1.1% hits. AID 648;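 active means viability at or below 30%; inactive means viability above 30%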;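 further: 100% = median luminescence of DMSO-only cell control wells on each plate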
ERa coact inh: ER-alpha (human) coactivator binding inhibition; P03372; TR-FRET ER-alpha LBD / SRC-1 peptide, estradiol-bound; inhibition, % at 25.6 µM; 86,000 compounds, 1.7% hits; AID 629; in the data active means inhibition above about 50%;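 further: 0% = receptor plus peptide control and 100% = peptide only without receptor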
Target sequence (P03372 whole entry, looked up, the tested form may be a part): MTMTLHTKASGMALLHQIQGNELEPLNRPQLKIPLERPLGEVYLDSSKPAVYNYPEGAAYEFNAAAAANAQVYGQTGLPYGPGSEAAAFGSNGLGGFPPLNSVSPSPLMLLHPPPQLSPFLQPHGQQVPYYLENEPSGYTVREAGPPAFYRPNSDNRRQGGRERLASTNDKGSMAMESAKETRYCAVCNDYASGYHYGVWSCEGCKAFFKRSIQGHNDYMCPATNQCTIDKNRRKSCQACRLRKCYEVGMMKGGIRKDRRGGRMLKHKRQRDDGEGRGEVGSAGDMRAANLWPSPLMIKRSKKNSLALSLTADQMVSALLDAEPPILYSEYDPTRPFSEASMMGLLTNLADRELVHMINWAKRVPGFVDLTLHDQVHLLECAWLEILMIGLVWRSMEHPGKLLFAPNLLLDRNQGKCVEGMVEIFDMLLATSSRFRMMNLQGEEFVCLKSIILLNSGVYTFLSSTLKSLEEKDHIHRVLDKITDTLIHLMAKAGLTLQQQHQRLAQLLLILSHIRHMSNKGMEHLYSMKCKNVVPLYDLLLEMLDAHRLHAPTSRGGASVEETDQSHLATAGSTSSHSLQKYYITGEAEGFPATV
Fibroblast inh: blocks proliferation of human lung fibroblasts; LL 47 human lung fibroblast viability, ATP luminescence; hits give low values; viability, % at 10 µM; 85,000 compounds, 1.1% hits;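 active means viability at or below 50% in the single dose screen; inactive means viability above 50%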;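 further: compound exposure lasted 72 h before the ATP readout; 100% = median luminescence of untreated cell-only wells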
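Material: human lung fibroblast line LL 47, low passage; Evaluation: viability percentage against median untreated-cell control; Buffer or medium: 15% FBS in IMEM; Incubation: 72 h compound exposure at 37 °C after overnight plating; Dosing: 0.1% DMSO in all compound wells; Measured by: CellTiter-Glo luminescence.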
sEH act: increases human soluble epoxide hydrolase activity; purified human sEH enzymatic activity, activator screen; activation, % at 2 µM; AID 717; P34913; 91,000 compounds, 0.04% hits; in the data active means activation above about 37%; further: values of inactives mirror those of a sister screen read the other way
ERb coact inh: blocks coactivator binding to human estrogen receptor beta; Q92731; TR-FRET ER-beta LBD / SRC1-Cy5 peptide binding; receptor agonist-loaded with 1 µM estradiol; inhibition, % at 25.6 µM; 86,000 compounds, 1.3% hits; AID 633;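 active means compounds whose percent inhibition of the receptor-coactivator binding signal exceeds about 50% in the single-dose screen, limit read from the data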;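 further: 0% = receptor plus peptide wells without compound and 100% = peptide-only wells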
H69AR growth 86K: growth inhibitors of human H69AR lung tumor cells; 85,000 compounds, 6% hits; AID 598; viability, % at 10 µM; H69AR lung tumor viability, ATP luminescence, 72 h; hits give low values;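 active means viability at or below 40%; inactive means viability above 40%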;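 further: multidrug resistant small cell line overexpressing MRP-1 efflux transporter; 100% = mean luminescence of untreated control wells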
Smad3 inh: inhibitors of human Smad3 transcription factor binding; TR-FRET Smad3/Dy647-FoxH1 peptide binding, europium anti-His; P84022; 88,000 compounds, 0.29% hits; inhibition, % at 25 µM;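 active means compounds that reduce the energy-transfer binding signal between the protein and its labelled peptide by more than half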;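 further: 0% = Smad3 plus labelled peptide maximal FRET and 100% = peptide-only background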
Target sequence (P84022 whole entry, looked up): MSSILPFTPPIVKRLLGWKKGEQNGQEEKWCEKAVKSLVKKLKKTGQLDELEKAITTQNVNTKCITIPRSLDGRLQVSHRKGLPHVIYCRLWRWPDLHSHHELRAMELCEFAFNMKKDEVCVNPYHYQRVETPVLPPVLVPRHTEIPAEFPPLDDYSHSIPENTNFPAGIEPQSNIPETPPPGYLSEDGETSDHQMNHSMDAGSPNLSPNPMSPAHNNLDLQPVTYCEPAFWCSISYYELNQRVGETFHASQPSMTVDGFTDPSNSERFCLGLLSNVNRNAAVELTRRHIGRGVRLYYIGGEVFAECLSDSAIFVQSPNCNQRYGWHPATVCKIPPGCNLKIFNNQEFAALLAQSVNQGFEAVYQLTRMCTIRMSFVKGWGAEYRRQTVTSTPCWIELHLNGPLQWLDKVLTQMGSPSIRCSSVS
Calb biofilm kill: kills Candida albicans biofilms. C. albicans biofilm + clotrimazole, Alamar Blue. inhibition, % at 6 µM. 85,000 compounds, 0.14% hits;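 active means inhibition above 20%; inactive means inhibition below 20%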;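 further: preformed 24 hr biofilms exposed to compound for 48 hr; 0% = biofilm without compound and 100% = blank killed by clotrimazole plus chlorhexidine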
ERa SRC1 pot: enhances coactivator binding to human estrogen receptor alpha; TR-FRET ERalpha-LBD/SRC-Cy5 coactivator binding, 2 h; 100 = basal binding, no effect; coactivator binding (% of control), % at 25.6 µM; 86,000 compounds, 1.3% hits; in the data active means activity above about 200%;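 further: binding measured in presence of low estradiol as agonist stimulus; 0% = peptide alone without receptor and 100% = receptor with peptide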
The depositor's hits bear a star; . = not tested or not shown; & = joins results of further samples; [ ] = dose if it differs, or a comment.

The line under a structure holds: HUVEC prolif 384	ERa coact inh	Fibroblast inh	sEH act	ERb coact inh	H69AR growth 86K	Smad3 inh	Calb biofilm kill	ERa SRC1 pot
> COc1ccc2cc(C(=O)O)ccc2c1
  87.8	4.1[fluorescence artefact?]	100.2	-5.8	-0.1[fluorescence artefact?]	93.9	7.4	5.8	134.8[fluorescence artefact?]
> Cc1cc(C)n2nc(SCc3cc(=O)n4c(C)cccc4n3)nc2n1
  100.0	6.2[fluorescence artefact?]	94.9	.	9.8	88.1	-1.6	3.0	104.3
> CCNc1nc2c(c(=O)[nH]c(=O)n2C)n1CC(C)C
  107.0	-5.4	99.9	8.4	1.8	95.2	-1.4	0.9	105.1
> CC1(C)N=C(N)NC(Nc2ccccc2)=N1
  88.0	2.5	95.5	4.4	7.3	79.7	22.8[fluorescence artefact?]	8.8	95.8
> N#CCCN1CCN(S(=O)(=O)c2ccc(S(=O)(=O)NCc3ccccc3)cc2)CC1
  91.9	11.0	96.1	.	-7.6	91.2	-1.7	-8.4	121.0
> O=C(O)C1CCCCC1C(=O)NCc1ccccc1 (stereo not drawn)
  109.5	-1.0	101.9	-1.7	-3.3	93.9	15.7	-0.6	105.6
> CCN(CCCNC(=O)CN1C(=O)COc2ccccc21)c1ccccc1
  92.6	-7.4	94.1	.	-10.7	89.3	-0.1	7.7	93.9
> Cc1cccc(-n2ncc3c(Nc4c(C)n(C)n(-c5ccccc5)c4=O)ncnc32)c1
  110.5	1.8[fluorescence artefact?]	101.7	7.3	-8.8[fluorescence artefact?]	94.3	-6.5	10.6	125.5[fluorescence artefact?]
> Cc1ccc(-c2nc(CSCC(=O)Nc3cc(C)on3)c(C)o2)cc1
  111.6	-3.1	93.7	0.8	-8.9	91.1	1.8	8.8	110.0
> O=C(c1cc2ncc(Br)cn2n1)N1CCOCC1
  103.3	49.0	98.2	6.4	58.3*	99.6	9.4	-0.8	36.4[fluorescence artefact?]
> O=C(NCc1ccccc1)N1CCN(c2ccc(F)cc2)CC1
  93.2	-0.5	102.2	-9.3	-1.8	106.5	4.9	-1.6	103.7
> O=c1[nH]c2ccccc2n1C1=CCCC1
  98.9	2.7[fluorescence artefact?]	.	0.9	4.7	95.4	9.5	5.0	102.2
> COc1ccc(CC(=O)Nc2cccc(C(=O)O)c2C)cc1
  96.2	-4.9	95.8	-5.4	-2.4	103.4	11.5	7.4	117.5
> O=C(NCc1ccco1)c1nc(-c2ccccc2)n(-c2ccccc2)n1
  102.4	-4.4[fluorescence artefact?]	100.9	.	-3.2	75.0	13.8	.	91.3
> Cc1ccnc(N2CCC(C(=O)NCc3ccc4c(c3)OCO4)CC2)n1
  98.9	8.4	94.5	-23.2	8.4[fluorescence artefact?]	77.8	4.6[fluorescence artefact?]	5.2	119.0
> CC1CCCCN1c1nnc(NC(=O)c2cc(-c3ccc(Br)cc3)on2)s1 (stereo not drawn)
  97.3	-3.4	101.9	1.0	6.8	90.3	-1.2	4.3	118.7[fluorescence artefact?]
> CCOC(=O)c1[nH]c(C)c(C(=O)Nc2ccccc2F)c1C
  56.1	0.5	64.4	15.0	1.5	22.5*	-4.7	9.9	107.8
> Cc1noc(NS(=O)(=O)c2ccc(NC(=O)COc3ccccc3)cc2)c1C
  93.0	-2.4	101.0	1.5	-1.7[fluorescence artefact?]	113.9	-0.8	7.8	108.7
> COc1cccc(-c2nnc3sc(C4CCCCC4)nn23)c1
  67.7	3.4	85.9	0.6	-1.3	54.8	-6.5	-7.1	94.3
> CN1CCN(CCC(=O)Nc2ccc(F)c(F)c2)CC1
  93.0	-3.7	100.3	-5.7	-8.1	92.1	3.0	4.6	140.3
> Cc1nc(SCC(=O)Nc2c(C)n(C)n(-c3ccccc3)c2=O)nc(C)c1C
  84.9	-1.2	93.9	.	-10.7	80.9	-0.1	9.4	102.4
> O=C(NCCN1CCN(c2ccccc2)CC1)C1CCCN(S(=O)(=O)c2cnc[nH]2)C1 (stereo not drawn)
  90.8	-6.7	98.2	-3.5	-6.7	90.5	2.0	-0.6	121.6
> FC(F)(F)c1cc(-c2cccs2)nc(NCc2ccco2)n1
  96.3	-9.3	94.9	.	-7.0	95.8	7.3	6.7	98.7
> O=C1c2ccccc2C(=O)N1Cc1nc2ccccc2c(=O)n1Cc1ccco1
  62.4	59.5*[fluorescence artefact?]	91.0	.	57.7*[fluorescence artefact?]	80.1	-8.0[fluorescence artefact?]	4.7	249.0*
> c1ccc(-c2nc3ccccc3nc2-c2ccccn2)nc1
  89.3	-6.2	98.3	-10.2	7.0[fluorescence artefact?]	75.0	7.5	5.2	95.2
> Nc1ccccc1S(=O)(=O)c1ccccc1N
  93.6	-1.9	96.9	-0.7	2.9	87.5	-4.2	6.1	107.6
> Cc1cc(C(=O)OCC(=O)c2c(N)n(C)c(=O)n(C)c2=O)c(C)n1-c1ccccc1
  78.3	4.3	93.1	-3.6	3.2	61.9	-0.9	7.7	117.8
> O=C(NC1CCCC1)C(c1ccccn1)N(C(=O)c1csnn1)C1CCCC1 (stereo not drawn)
  107.3	-3.1	101.7	7.2	3.2	81.2	3.2	4.3	100.2
> Cc1ccccc1NC(=O)CSc1nc2c(c(-c3ccco3)c1C#N)CCCC2
  90.6	23.9[fluorescence artefact?]	104.3	6.7	16.4[fluorescence artefact?]	73.7	7.6[fluorescence artefact?]	-5.2	290.0*[fluorescence artefact?]
> COc1ccc(C(CC(=O)O)NC(=O)COc2ccccc2OC)cc1OC (stereo not drawn)
  89.7	7.0	98.2	18.2	0.2	97.4	8.8	8.0	106.4

Other records.
The line under a structure holds: HUVEC prolif 384	ERa coact inh	Fibroblast inh	sEH act	ERb coact inh	H69AR growth 86K	Smad3 inh	Calb biofilm kill	ERa SRC1 pot
> COc1ccc2[nH]c(=O)c(CN(Cc3ccccc3OC)Cc3nnnn3CC3CCCO3)cc2c1 (stereo not drawn)
  93.5	-1.4	90.7	-15.8	3.6	60.6	-3.3	-5.4	111.0
> CCOC(=O)c1cnc(-n2nc(C)cc2C)nc1-n1nc(C)cc1C
  107.1	-5.0	102.2	.	6.6	92.8	-1.9	-4.8	115.8[fluorescence artefact?]
> CCOc1ccc(Cn2c(SCCCCC#N)nc3c2c(=O)n(C)c(=O)n3C)cc1OCC
  89.6	-12.8	104.0	2.6	-11.2	69.0	12.1	6.7	99.7
> CSc1nc(N(CCO)CCO)c2sc3nc(-c4ccco4)c4c(c3c2n1)CCC4
  66.6	80.7*[fluorescence artefact?]	99.0	.	83.4*[fluorescence artefact?]	63.8	32.0	7.6	52.3[fluorescence artefact?]
> COC(=O)COc1ccc(S(=O)(=O)N2CCN(c3ccccc3F)CC2)cc1
  35.0	3.8	83.3	1.2	-0.1[fluorescence artefact?]	98.2	7.9	5.0	92.8
> CC(C)n1c(Nc2ccccc2)nc2ccccc21
  97.4	5.5	97.8	-0.8	-2.4	97.7	5.2	3.0	117.3
> Cc1ccc(-n2c(C)cc(C(=O)OCC(=O)N(CC(C)C)C3CCS(=O)(=O)C3)c2C)cc1 (stereo not drawn)
  76.5	-39.7	93.1	.	-27.9	84.0	-4.3	4.8	115.7
> CCOc1ccc(-n2nnc3c(=O)n(C/C=C/c4ccccc4)cnc32)cc1
  95.1	17.6	101.7	.	17.2	71.0	2.9	2.8	110.5
> CCOC(=O)N1CCN(Cc2nc(N)nc(Nc3ccc(Oc4ccccc4)cc3)n2)CC1
  76.6	5.5	102.2	10.2	-7.9	82.3	-1.5	8.0	83.9
> COc1cc2c(C(=O)NCc3ccc4c(c3)OCO4)cn(CC(C)C)c(=O)c2cc1OC
  67.8	27.5[fluorescence artefact?]	42.2*	.	5.9[fluorescence artefact?]	84.8	8.4	9.4	100.8[fluorescence artefact?]
> Cc1ccc(N2CC(C(=O)Nc3ccc(S(=O)(=O)N4CCCC4)cc3)CC2=O)cc1 (stereo not drawn)
  102.2	1.5	101.4	4.8	-2.8	73.8	6.3	1.2	89.9
> O=S1(=O)C=C(Oc2ccc3ccccc3c2)c2ccccc21
  90.4	3.7	100.5	4.3	-2.7	56.7	-13.0	5.3	85.7
> COCCn1c(SCC(=O)c2ccc(CNC(C)=O)o2)nc2ccccc2c1=O
  103.5	-14.8	99.0	1.6	1.7	90.8	0.8	6.4	81.4
> O=C1C=C(c2ccccc2)OC(=O)C1C(=O)c1ccccc1 (stereo not drawn)
  93.3	-12.6	92.6	-7.0	-4.5	96.8	0.8	0.8	102.8
> O=C(Nc1nnc(SCC(=O)N2CCCCC2)s1)C1CCCCC1
  94.3	-12.5	91.5	-17.5	-6.9	97.2	6.4	6.8	91.4
> O=C(CN1C(=O)CCC1=O)Nc1ccc(S(=O)(=O)N2CCOCC2)cc1
  93.1	8.2	102.5	-30.4	3.6	89.0	-3.3	4.1	114.3
> COc1ccc2nc(NC(=O)CSc3ccccc3)sc2c1
  93.7	19.2	100.7	-9.0	7.4[fluorescence artefact?]	91.8	5.5	4.3	83.3[fluorescence artefact?]
> Cc1nc2ccccc2n1-c1ccccc1
  106.6	-5.9	94.3	.	-1.2	92.1	1.6	8.2	98.7[fluorescence artefact?]
> COc1cc(NC(=O)C2CC(=O)NC3=C2C(=O)CC(C)(C)C3)c(OC)cc1Cl (stereo not drawn)
  98.0	5.5[fluorescence artefact?]	102.3	-8.5	-1.9[fluorescence artefact?]	84.2	-5.2	3.1	109.2
> Cc1ccc(-c2noc(C3CCCN(S(=O)(=O)c4ccc(S(=O)(=O)N(C)C)cc4)C3)n2)o1 (stereo not drawn)
  96.0	12.3[fluorescence artefact?]	99.0	-18.3	8.8[fluorescence artefact?]	84.8	13.7	5.9	106.5
> OC(Cn1cncn1)c1ccc(Cl)cc1Cl (stereo not drawn)
  99.7	-3.4	102.9	3.1	-6.2	98.4	6.9	3.0	136.7
> CCOc1ccc(-c2nc(-c3cccnc3)no2)cc1OCC
  95.7	-0.5	99.8	9.2	-2.4	65.3	6.3	7.8	107.0
> COc1ccc(S(=O)(=O)N(CC(=O)Nc2cccnc2)c2ccccc2OC)cc1
  93.3	0.1	102.2	-1.4	-5.5[fluorescence artefact?]	66.8	15.2[fluorescence artefact?]	4.7	103.2
> CC(=O)Nc1ccc(S(=O)(=O)N2CCN(C(=O)CCC3CCCC3)CC2)cc1
  90.4	-7.3	88.9	.	-6.0	84.5	-3.4	-2.5	108.9
> COCCn1nnnc1CN(CCCN1CCOCC1)Cc1cc2c(C)ccc(C)c2[nH]c1=O
  108.3	3.6	103.3	-7.8	-4.7[fluorescence artefact?]	87.8	12.4[fluorescence artefact?]	0.7	138.2
> O=c1ccc(-c2ccccc2)n[nH]1
  95.7	9.0[fluorescence artefact?]	109.4	-4.1	7.1[fluorescence artefact?]	104.0	-2.4&6.5	-4.4	92.2
> COc1ccccc1NS(=O)(=O)c1ccc(C)c(C(N)=O)c1
  108.6	-0.5[fluorescence artefact?]	94.9	1.5	-6.3[fluorescence artefact?]	85.8	5.5	8.8	106.1
> Brc1c(OCCOCCn2cncn2)ccc2ccccc12
  91.1	-9.1	93.8	7.1	-15.0[fluorescence artefact?]	85.5	5.5	9.2	116.1
> COc1cc(NC(=O)Cn2c(-c3cncs3)nc3ccccc32)cc(OC)c1OC
  84.5	1.0	94.8	-12.2	-1.4[fluorescence artefact?]	78.9	2.1	3.5	105.3

3 compounds out of the list above, arranged by the value under sEH act, rising:
smiles	sEH act
COc1ccc2[nH]c(=O)c(CN(Cc3ccccc3OC)Cc3nnnn3CC3CCCO3)cc2c1 (stereo not drawn)	-15.8
COc1cc(NC(=O)Cn2c(-c3cncs3)nc3ccccc32)cc(OC)c1OC	-12.2
COC(=O)COc1ccc(S(=O)(=O)N2CCN(c3ccccc3F)CC2)cc1	1.2

Some of the compounds tested; the hit share may differ from the screen's.
